Compound activity: PubChem, several laboratories
ABHD5-PLIN5 inh = ABHD5-PLIN5 protein interaction inhibition. AID 602281. inhibition, % at 4 µM. Q00G26+Q8WTS1. 360,000 tested, 0.78% active. Split G. princeps luciferase complementation, luminescence, 4 h;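 active = inhibition above the mean inhibition across every tested compound plus 3 SD, cut at about 22% in these data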;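 note: 0% = DMSO only wells and the 100% control is not disclosed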
Target sequence (Q00G26 whole entry, looked up): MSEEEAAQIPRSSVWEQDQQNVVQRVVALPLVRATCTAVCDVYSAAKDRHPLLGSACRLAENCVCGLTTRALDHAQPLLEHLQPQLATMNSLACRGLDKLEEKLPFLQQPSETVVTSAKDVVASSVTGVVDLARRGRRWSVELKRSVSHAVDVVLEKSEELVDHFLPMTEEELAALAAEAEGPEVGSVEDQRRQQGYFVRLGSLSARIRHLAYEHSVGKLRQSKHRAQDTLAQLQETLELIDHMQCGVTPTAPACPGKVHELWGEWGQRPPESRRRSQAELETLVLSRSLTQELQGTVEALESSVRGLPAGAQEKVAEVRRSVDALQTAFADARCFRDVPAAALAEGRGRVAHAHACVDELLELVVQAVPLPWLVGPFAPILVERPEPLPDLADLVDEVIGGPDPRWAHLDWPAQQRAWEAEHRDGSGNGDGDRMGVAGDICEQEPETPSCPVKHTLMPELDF
Target sequence (Q8WTS1 whole entry, looked up): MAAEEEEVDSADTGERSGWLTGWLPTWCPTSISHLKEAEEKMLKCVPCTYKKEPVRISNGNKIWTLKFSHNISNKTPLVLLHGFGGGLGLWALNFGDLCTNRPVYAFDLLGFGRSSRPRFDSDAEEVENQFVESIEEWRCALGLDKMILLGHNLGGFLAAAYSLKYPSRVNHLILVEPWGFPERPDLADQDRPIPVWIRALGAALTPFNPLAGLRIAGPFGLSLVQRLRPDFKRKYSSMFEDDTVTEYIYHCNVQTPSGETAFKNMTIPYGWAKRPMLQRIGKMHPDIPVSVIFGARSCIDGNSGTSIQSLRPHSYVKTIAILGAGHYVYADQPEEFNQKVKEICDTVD
MC4R barr agon = agonists of human melanocortin 4 receptor (MC4R) beta-arrestin; activation, % at 8.9 µM; U2OS MC4R beta-arrestin complementation, luminescence; percent of melanotan II response, DMSO zero; P32245; AID 540308; 360,000 tested, 0.98% active;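 active = activation above a per-plate cutoff, the mean activation of sample wells on that plate plus 3 SD, cut at about 8% in these data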
SRC2 inh = human SRC2 (NCOA2) inhibition; AID 651957; 370,000 tested, 0.17% active; HEK293 GAL4-SRC2 luciferase reporter, luminescence; Q15596; inhibition, % at 9 µM;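 active = inhibition above the mean inhibition of all tested compounds plus 3 SD, set per campaign, cut at about 52% in these data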;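 note: 0% = DMSO treated cells and 100% = cells given Gossypol at 36 µM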
MC4R antagonist = antagonists of human melanocortin 4 receptor (MC4R). 360,000 tested, 0.48% active. AID 540295. MC4R-expressing cells, MTII-stimulated cAMP, LANCE TR-FRET. inhibition, % at 6.5 µM. P32245;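 active = inhibition above its plate's cutoff, the mean of tested wells on that plate plus 3 SD, cut at about 29% in these data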;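 note: 0% = Melanotan II alone and 100% = Melanotan II plus saturating MCL0020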
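System: U2OS cells stably expressing human melanocortin 4 receptor (MC4R). Reagent: Melanotan II challenge after compound preincubation. Doses: 6.5 µM. Times: 30-min compound, 1-h challenge, 1-h detection, room temperature. Measured by: TR-FRET with Eu-cAMP and labeled anti-cAMP, 671 nm. Replicates: singlicate.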
m5-HT2A agonist = agonists of mouse serotonin 5-HT2A receptor (HTR2A). CHO-K1 mHTR2A beta-arrestin complementation, luminescence; percent of 30 µM serotonin response. activation, % at 7.6 µM. 360,000 tested, 0.66% active. AID 624169. P35363;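 active = activation above a run cutoff, the mean activation of all tested compounds plus 3 SD, cut at about 14% in these data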;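 note: 0% = plate median of compound wells and 100% = 30 µM serotonin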
N-glyco inh = N-linked glycosylation inhibition | D54 ERlucT glycosylation luciferase reporter, 24 h; percent of 100 nM tunicamycin response | reporter increase, % at 12.5 µM | 360,000 tested, 0.23% active | AID 588692;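 active = mean luciferase reporter signal, scaled so untreated is 0 and the glycosylation-blocking control 100, at or above a set limit in every replicate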;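 note: luciferase carries N-glycosylation sites so blocking glycosylation raises the light; 0% = median of neutral control wells and 100% = median of 100 nM tunicamycin wells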
Cardio protect = myocardial damage modulation in H9c2 cells; H9c2 cardiomyocytes, H2O2 injury protection, ATPLite, 2 h; protection from H2O2 cell death, % at 20 µM; 360,000 tested, 0.63% active; AID 588492;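 active = compounds giving at least 50% protection of heart cells from peroxide-induced death in the single-dose screen, raw or plate-pattern-corrected value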;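 note: 0% = DMSO wells with peroxide and 100% = DMSO wells without peroxide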
TLR9-MyD88 block = TLR9-MyD88 interaction inhibition | CHO BLA complementation TLR9-MyD88, CCF4 FRET ratio | AID 504734 | 340,000 tested, 0.21% active | inhibition, % at 4.98 µM;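 active = inhibition above the mean over all tested compounds plus 3 SD, cut at about 21% in these data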;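 note: 0% = DMSO only wells and 100% = clavulanate BLA inhibitor control wells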
ABCB6 inh 2 = human ABCB6 transporter inhibition. Q9NP58. fluorescence ratio to DMSO, % at 10 µM. K562-ABCB6 porphyrin accumulation, flow cytometry, 1 h; hits give low values. AID 602162. 360,000 tested, 0.19% active;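 active = fluorescence ratio to DMSO below 75%, the collection mean minus 3 SD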;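 note: signal is porphyrin accumulated inside mitochondria; 100% equals median channel fluorescence of DMSO control wells; lower ratio means ABCB6 inhibition with less porphyrin fluorescence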
NOD2-RIPK2 inh = NOD2-RIPK2 protein interaction inhibition; inhibition, % at 4.98 µM; 360,000 tested, 0.38% active; CHO BLA complementation NOD2-RIPK2, CCF4 ratio; AID 624267; in the data active = inhibition above about 21%;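 note: 0% = vehicle only and 100% = reference blocker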
Numbers without * were called inactive; · = not tested or not shown; & = joins results of further samples. Only part of the results is shown; count on the stated rates, not on these rows.

| # | compound | ABHD5-PLIN5 inh | MC4R barr agon | SRC2 inh | MC4R antagonist | m5-HT2A agonist | N-glyco inh | Cardio protect | TLR9-MyD88 block | ABCB6 inh 2 | NOD2-RIPK2 inh |
| --- | --- | --- | --- | --- | --- | --- | --- | --- | --- | --- | --- |
| 1 | Cc1ccccc1N(C(=O)Cn1nnc(-c2cccs2)n1)C(C(=O)NCCC(C)C)c1ccco1 (stereo not given) | -7 | -2.0 | 13 | -2 | -6 | -2 | 4 | -2 | 97 | 5 |
| 2 | O=C(Nc1ccccc1)OCN1C(=O)c2ccccc2C1=O | 8 | 0.9 | -56 | -5 | 2 | 1 | 6 | -2 | 96 | 1 |
| 3 | CCOC(=O)N1CCN(C2=NC3(CCCCC3)C(C#N)C(=O)N2)CC1 (stereo not given) | 6 | 0.0 | -11 | 5 | 2 | -1 | -3 | 5 | 88 | -1 |
| 4 | CCN(CC)CCCN(CC(=O)N(C)Cc1ccccc1)C(=O)c1ccc([N+](=O)[O-])cc1 | 4 | 0.0 | 14 | 16 | 2 | 4 | 8 | -12 | 99 | -20 |
| 5 | Cc1cccc(OCC(=O)N2CCc3ccccc3C2)c1C | -5 | 2.0 | -39 | 11 | -9 | -2 | -1 | -2 | 94 | -5 |
| 6 | COc1cc(CNC(=O)CCn2nc(C)c3c(C)n(-c4ccccc4)nc3c2=O)cc(OC)c1OC | 1 | -0.6 | -14 | -7 | 0 | 4 | -2 | -8 | 101 | 1 |
| 7 | COc1ccc(CN(Cc2nc3ccccc3c(=O)[nH]2)C(=O)C(C)(C)C)cc1 | 4 | -2.0 | 7 | 5 | 0 | -1 | 2 | 4 | 100 | 8 |
| 8 | Cc1ccccc1NS(=O)(=O)c1ccc(C(=O)NCC(c2ccccc2)N(C)C)cc1 (stereo not given) | 6 | 2.0 | -8 | -7 | -11 | -6 | -4 | 4 | 93 | -9 |
| 9 | O=[N+]([O-])c1cccc(N/N=C/c2cccc3ccccc23)c1 | -3 | 0.6 | -12 | -3 | -5 | -2 | -10 | 1 | 91 | 3 |
| 10 | CN(C)/C(=N\S(=O)(=O)c1ccc(Cl)cc1)c1ccc(F)cc1 | -2 | 1.3 | 4 | -4 | 2 | 1 | 3 | 9 | 94 | -3 |
| 11 | COc1cc(C2/C(=C(\O)c3ccc4c(c3)OCCO4)C(=O)C(=O)N2c2nnc(C)s2)cc(OC)c1OC (stereo not given) | -3 | -1.5 | -23 | 1 | 0 | 2 | 4 | 5 | 97 | 7 |
| 12 | CCOC(=O)N=S(=O)(Oc1ccc([N+](=O)[O-])cc1)c1ccc(Cl)cc1 (stereo not given) | 6 | -0.6 | -6 | 8 | -3 | 1 | 6 | -9 | 98 | -5 |
| 13 | O=C(COC(=O)C1=COCCO1)Nc1c(F)cccc1F | 5 | -1.5 | 3 | 13 | 6 | 0 | 1 | 0 | 98 | -6 |
| 14 | COc1ccc(NC(=O)c2c(Cl)n(C)c3ccccc23)cc1 | -2 | -1.7 | -64 | -11 | -6 | 14 | -9 | 7 | 98 | -7 |
| 15 | CC(C)(C)c1cc(NC(=O)COC(=O)c2ccccc2)n(-c2ccccc2)n1 | 8 | 0.4 | -12 | 5 | 6 | -1 | -3 | -9 | 93 | -1 |
| 16 | CN(C)C(=O)c1ccc2c(c1[N+](=O)[O-])C(=O)c1ccccc1C2=O | -2 | -2.4 | -37 | 5 | 2 | 1 | -11 | -10 | 112 | -10 |
| 17 | Cc1ccc(Cl)cc1NC(=S)N(Cc1ccccc1)Cc1cccnc1 | 8 | -2.1 | 5 | 6 | 2 | -3 | 1 | -11 | 98 | 2 |
| 18 | CCc1c(C(=O)NN2C(=O)C3CCCCC3C2=O)csc1C (stereo not given) | 2 | -1.0 | -9 | -1 | -2 | 0 | 0 | -4 | 92 | -7 |
| 19 | N#Cc1ccccc1CSc1nc2ccsc2c(=O)n1Cc1ccccn1 | -1 | 2.8 | -20 | 10 | -5 | -1 | 6 | -2 | 103 | 2 |
| 20 | O=C(N/N=C/c1c(Nc2cccc(C(F)(F)F)c2)nc2ccccn2c1=O)c1ccccc1[N+](=O)[O-] | -3 | -1.9 | -5 | -3 | 0 | 0 | 5 | 14 | 97 | -7 |
| 21 | COc1ccc(C2=C(c3ccc(OC)c(OC)c3)CN3CCCCC3C2)cc1 (stereo not given) | 4 | -0.5 | 19 | 2 | -4 | -3 | 13 | -3 | 96 | 2 |
| 22 | O=C(N=c1ccn(-c2nc3ccccc3nc2NS(=O)(=O)c2ccc(Cl)cc2)cc1)c1cccs1 | 0 | 0.5 | 11 | 15 | -1 | 0 | -12 | 0 | 140 | 2 |
| 23 | CCN(CC)C(=O)C1CCCN(Cc2ccc(N(C)C)cc2)C1 (stereo not given) | 1 | -0.8 | -5 | 0 | 7 | 1 | 4 | 9 | 93 | -5 |
| 24 | OC(c1ccc(F)cc1)c1nc(-c2cc3ccccc3o2)cs1 (stereo not given) | -8 | 6.5 | -60 | 12 | 1 | -1 | -8 | · | 98 | 3 |
| 25 | COc1cc(CNc2cccc(F)c2)cc(Br)c1O | 9 | -1.9 | 18 | 2 | -1 | -2 | -10 | -10 | 95 | -6 |
| 26 | Cc1ccc(C)c(S(=O)(=O)N2CCN(C(=O)CCCc3c[nH]c4ccccc34)CC2)c1 | 1 | -2.5 | 10 | 8 | 1 | -4 | -5 | 3 | 94 | -3 |
| 27 | CCCCCCc1c(O)c2ccccc2[nH]c1=O | -2 | -2.0 | -2 | 1 | -2 | 2 | 2 | -6 | 100 | 1 |
| 28 | Cc1noc(NC(=O)c2ccccc2C(F)(F)F)c1C#N | -2 | -0.9 | -12 | 2 | 3 | 1 | 4 | 17 | 100 | 2 |
| 29 | Cc1n[nH]c(C)c1S(=O)(=O)N1CCCC(C(=O)NC2CCCCC2)C1 (stereo not given) | 2 | -0.8 | 6 | -3 | 7 | 0 | -4 | 1 | 98 | 6 |
| 30 | CC(C)C1C(=O)N(Cc2cn(CCC3OCCO3)nn2)CCS(=O)(=O)N1Cc1ccc(-c2ccccc2C(F)(F)F)cc1 (stereo not given) | 5 | · | -15 | · | 0 | 0 | 1 | · | 99 | -10 |
| 31 | COc1ccc(C(C(=O)NC2CCCC2)N(C(=O)c2ccoc2C)c2cc(C)cc(C)c2)cc1 (stereo not given) | 4 | -0.3 | 6 | 2 | 7 | -5 | -8 | -9 | 101 | -2 |
| 32 | CC1=C(C(=O)Nc2ccccc2C(=O)N2CCN(c3ccccc3)CC2)SCCO1 | -2 | -1.0 | -26 | 3 | 0 | 0 | 0 | -4 | 95 | -1 |
| 33 | CCCCOc1ccc(S(=O)(=O)Nc2cccnc2)cc1 | -3 | -0.3 | 20 | 4 | -1 | 1 | -17 | -2 | 101 | -5 |
| 34 | O=C(/C=C/c1c(Cl)nc2ccccn12)N1CCN(c2ccc(F)cc2)CC1 | -3 | -2.0 | -32 | 14 | 0 | 2 | 6 | 1 | 99 | 2 |
| 35 | CS(=O)(=O)NNC(=O)c1cc2cc3ccccc3nc2s1 | -4 | 2.7 | -25 | -2 | 3 | 2 | 2 | -2 | 92 | -4 |
| 36 | COc1ccc(C(=O)C2CCCN(C(=O)c3cccnc3SC)C2)c(C)c1 (stereo not given) | 2 | -3.5 | 5 | 7 | 4 | 3 | -5 | -3 | 99 | -6 |
| 37 | Cc1ccc(C(O)c2ncc(-c3ccc(C(F)(F)F)cc3)[nH]2)cc1F (stereo not given) | -16 | 4.4 | -46 | 4 | 8 | -6 | -16 | · | 91 | 6 |
| 38 | CCOC1=C2CN(S(=O)(=O)c3ccc(C)cc3)[C@H](c3cccc(Cl)c3)C[C@@H]2N(S(=O)(=O)c2ccccc2[N+](=O)[O-])[C@H](c2ccccc2)C1 | -3 | · | -1 | · | 0 | 0 | 2 | · | 97 | -13 |
| 39 | COc1ccccc1NC(=O)Cc1noc(CSc2nnc(C)s2)n1 | -4 | -0.9 | 7 | 5 | 8 | 3 | -4 | 4 | 96 | 0 |
| 40 | CCOC(=O)c1c(NC(=O)C2=C(C)NC(=S)NC2c2ccc(F)cc2)sc(C)c1C (stereo not given) | -5 | 3.1 | 0 | 25 | 6 | -3 | 4 | 2 | 101 | 0 |
| 41 | CCC1(C)Cc2nc3[nH]c(=S)n(-c4ccc(C)cc4)c(=O)c3cc2CO1 (stereo not given) | 0 | -1.6 | 24 | 18 | 8 | 1 | 8 | -5 | 92 | -3 |
| 42 | COc1ccc(CN2CCOC2=O)cc1OC | -1 | -2.0 | 10 | -4 | 4 | -1 | 0 | 6 | 93 | 0 |
| 43 | C[c-]1[c-](C)[c-](C)[c-](C)[c-]1C.[Fe].c1cc2nccc(N3CCCC3)[c-]2c1 (stereo not given) | 11&3 | -0.9&-1.1 | 10&3 | 1&-5 | 1&-5 | 1&2 | 8&5 | -1&3 | 98&96 | -3&1 |
| 44 | CC(=O)NC(=S)Nc1ccc(NC(=O)c2cccnc2Cl)cc1 | -3 | -0.5 | -31 | -6 | 2 | 1 | 8 | -2 | 85 | -9 |
| 45 | Cc1ccc(NC2=C(NCCO)C(=O)c3ccccc3C2=O)cc1 | 2 | 2.3 | -56 | -9 | -1 | 4 | -14 | -4 | 101 | -5 |

In another format: entries from further up.
Values run as follows: ABHD5-PLIN5 inh | MC4R barr agon | SRC2 inh | MC4R antagonist | m5-HT2A agonist | N-glyco inh | Cardio protect | TLR9-MyD88 block | ABCB6 inh 2 | NOD2-RIPK2 inh
(31) COc1ccc(C(C(=O)NC2CCCC2)N(C(=O)c2ccoc2C)c2cc(C)cc(C)c2)cc1 (stereo not given)
 : 4 | -0.3 | 6 | 2 | 7 | -5 | -8 | -9 | 101 | -2
(32) CC1=C(C(=O)Nc2ccccc2C(=O)N2CCN(c3ccccc3)CC2)SCCO1
 : -2 | -1.0 | -26 | 3 | 0 | 0 | 0 | -4 | 95 | -1
(33) CCCCOc1ccc(S(=O)(=O)Nc2cccnc2)cc1
 : -3 | -0.3 | 20 | 4 | -1 | 1 | -17 | -2 | 101 | -5
(34) O=C(/C=C/c1c(Cl)nc2ccccn12)N1CCN(c2ccc(F)cc2)CC1
 : -3 | -2.0 | -32 | 14 | 0 | 2 | 6 | 1 | 99 | 2
(35) CS(=O)(=O)NNC(=O)c1cc2cc3ccccc3nc2s1
 : -4 | 2.7 | -25 | -2 | 3 | 2 | 2 | -2 | 92 | -4
(36) COc1ccc(C(=O)C2CCCN(C(=O)c3cccnc3SC)C2)c(C)c1 (stereo not given)
 : 2 | -3.5 | 5 | 7 | 4 | 3 | -5 | -3 | 99 | -6
(37) Cc1ccc(C(O)c2ncc(-c3ccc(C(F)(F)F)cc3)[nH]2)cc1F (stereo not given)
 : -16 | 4.4 | -46 | 4 | 8 | -6 | -16 | · | 91 | 6
(38) CCOC1=C2CN(S(=O)(=O)c3ccc(C)cc3)[C@H](c3cccc(Cl)c3)C[C@@H]2N(S(=O)(=O)c2ccccc2[N+](=O)[O-])[C@H](c2ccccc2)C1
 : -3 | · | -1 | · | 0 | 0 | 2 | · | 97 | -13
